Source: PubChem
FEN1 inh = qHTS Assay for the Inhibitors of Human Flap endonuclease 1 (FEN1); P39748; Recombinant FEN1 flap cleavage, fluorescence, 15 min; Potency, µM (series often up to 114 µM), without a hit: top-dose activity change, negative = inhibition, hits mostly inhibitors; 0.35% of 390,000 active; AID 588795, 2011; further: nearly all actives have a fitted effect of over 65% in size
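Recombinant FEN1 (10 nM) was preincubated with pin-transferred compounds for 15 min at room temperature, then flap DNA substrate (50 nM final) was added. Plates were read at 0 and 15 min, and normalized concentration–response data were fitted to a four-parameter Hill equation.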
N370S GC mod = qHTS Assay for Inhibitors and Activators of N370S glucocerebrosidase as a Potential Chaperone Treatment of Gaucher Disease | N370S GC spleen homogenate, 4MU-glucoside fluorescence | AID 2101, 2009 | Lysosomal acid glucosylceramidase (Homo sapiens), P04062 | Potency, µM (highest dose often 59.4 µM), without a hit: at the top dose activity change, negative = inhibition, actives largely listed as inhibitors | 0.092% of 330,000 active;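 further: 0% = full enzyme activity and -100% = no enzyme basal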
KAT2A inh = qHTS Assay for Inhibitors of GCN5L2; 0.21% of 390,000 active; AID 504327, 2011; Histone acetyltransferase KAT2A (Homo sapiens), Q92830; GCN5L2 HAT assay, ThioGlo1 CoA-SH fluorescence; Potency, µM (titrated, usually from 58.9 µM), without a hit: top-dose activity change, negative = inhibition, usual class: inhibitors
Target sequence (Q92830 whole entry, looked up): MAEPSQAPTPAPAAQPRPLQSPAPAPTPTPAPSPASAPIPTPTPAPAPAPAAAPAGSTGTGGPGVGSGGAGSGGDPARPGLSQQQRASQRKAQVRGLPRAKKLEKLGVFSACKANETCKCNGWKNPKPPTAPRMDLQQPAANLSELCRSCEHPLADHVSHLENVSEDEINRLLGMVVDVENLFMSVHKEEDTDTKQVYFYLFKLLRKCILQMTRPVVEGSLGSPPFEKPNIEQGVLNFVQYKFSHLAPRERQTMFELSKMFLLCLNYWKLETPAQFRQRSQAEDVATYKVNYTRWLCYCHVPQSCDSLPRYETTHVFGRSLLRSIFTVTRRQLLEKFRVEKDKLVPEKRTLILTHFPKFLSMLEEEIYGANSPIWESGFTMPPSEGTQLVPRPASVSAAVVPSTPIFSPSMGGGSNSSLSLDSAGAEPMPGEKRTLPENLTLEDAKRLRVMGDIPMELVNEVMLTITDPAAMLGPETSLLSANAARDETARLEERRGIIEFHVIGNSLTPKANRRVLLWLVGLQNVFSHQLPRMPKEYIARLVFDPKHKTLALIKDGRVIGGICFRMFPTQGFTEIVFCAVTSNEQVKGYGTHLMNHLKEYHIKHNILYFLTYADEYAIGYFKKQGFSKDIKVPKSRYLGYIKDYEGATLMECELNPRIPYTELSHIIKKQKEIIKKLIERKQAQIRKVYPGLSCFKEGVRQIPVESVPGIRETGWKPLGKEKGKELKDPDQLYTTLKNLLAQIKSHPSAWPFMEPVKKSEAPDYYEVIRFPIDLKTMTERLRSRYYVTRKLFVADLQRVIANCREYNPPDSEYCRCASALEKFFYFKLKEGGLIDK
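Preincubate 20nM GCN5L2 with compound 15 min, RT → add 50uM ThioGlo1 + 75uM H3(1-25) + 70uM acetyl-CoA → read fluorescence 0 and 20 min. Primary qHTS; fluorescent artifacts likely.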
* marks the source's active call; other numbers are inactive results; ? = inconclusive; nt = no result given; [ ] = dose if it differs, or a comment. The call rests on the fitted dose curve; in most records, active means well fitted curve in the direction sought with a large enough effect; inconclusive means small, poorly fitted or top-dose-only effect, or another doubt; inactive means no such curve, though single readings can be large; an effect the other way counts as inactive or inconclusive. Unless noted, on the % scale 0 is the no-effect control and ±100 the full control effect; potency means the concentration at half of the fitted maximal effect.

SMILES	FEN1 inh	N370S GC mod	KAT2A inh
COCc1nc(-c2ccc(-c3ccccc3)nc2OC)no1	-19%	9%	-4%
CCOC(=O)c1c(-c2ccccc2)oc2ccc(NS(=O)(=O)c3ccc(C(C)C)cc3)cc12	2%	nt	3%
COc1ccc(C(=O)c2coc3c2C(=O)C(=O)c2ccccc2-3)cc1	-17%	1%	-15%
CCCOc1ccc(C(=O)NCCC(=O)NCCCC(=O)O)cc1	2%	0%	3%
CC(=O)Nc1ccc(NC(=O)CSc2nccn2Cc2ccco2)cc1	-1%	3%	-19%
C=CCn1c(C)cc(C(=O)COC(=O)C2CC(=O)N(Cc3ccccc3)C2)c1C (stereo not drawn)	1%	4%	-5%
COc1ccc(/C=C/C(=O)c2ccc[nH]2)c(OC)c1OC	-12%	-16%	-7%
CCCN1CCN(CCCNC(=O)c2cc3c(=O)n(CC)c4ccccc4c3s2)CC1	-24%	nt	-3%
CCn1c(=O)c2sccc2n2c(CCCC(=O)N3CCN(c4cccc(Cl)c4)CC3)nnc12	-13%	nt	1%
COc1ccc(C2/C(=C(/O)c3ccc(C)cc3)C(=O)C(=O)N2CC2CCCO2)cc1OC (stereo not drawn)	0%	-10%	-1%
Cc1ccc2c(c1)NC(=O)C(CC(=O)NCCCN1CCCC1=O)O2 (stereo not drawn)	-2%	-5%	-1%
COc1cc(CN(C(=O)COc2ccc(C)cc2)c2ccccn2)cc(OC)c1OC	15%	nt	-10%
COc1ccc(N2C(=O)CC(N3CCCC4CCCCC43)C2=O)cc1 (stereo not drawn)	-3%	-15%	-20%
Cc1cc(C)c2c(NC(=S)NC(=O)c3ccccc3)nn(C)c2n1	8%	0%	-5%
COc1cccc(-c2nc(CS(=O)(=O)CC(=O)NCCCN3CCc4ccccc4C3)c(C)o2)c1	-3%	-1%	-4%
O=C(Nc1ncccc1Cl)c1ccc2c(c1)OCCO2	2%	11%	-8%
CN(C)S(=O)(=O)c1ccc2c(c1)N(CC(=O)NCc1ccc(F)cc1)C(=O)CS2	9%	nt	-4%
CC1CN(C(=O)Nc2ccccc2)c2ccccc2-[n+]2ccsc21 (stereo not drawn)	-5%	10%	-3%
Cc1cc(C)cc(C(=O)NC(CC(N)=O)c2ccc(NC3CCCCC3)c([N+](=O)[O-])c2)c1 (stereo not drawn)	10%	0%	3%
c1ccc(C2=Nn3c(nnc3-c3ccncc3)SC2)cc1	1%	3%	-13%
COc1ccccc1/C=N/NC(=O)c1csc(C)c1C	-3%	17%	0%
COc1cccc(NC(=O)CCSc2nnc3scc(-c4ccccc4)n23)c1	-4%	11%	2%
O=C(CC(C(=O)N1CCc2ccccc21)n1ccnc1)NCC1CCCO1 (stereo not drawn)	5%	6%	19%
C/C(=N\Nc1ccccc1)c1cc2ccccc2oc1=O	-3%	24%	-9%
COc1ccc(CC(=O)NCCc2ccc(S(N)(=O)=O)cc2)cc1	-1%	4%	0%
CC1CCc2onc(C(=O)O)c2C1 (stereo not drawn)	-6%	-6%	0%
CC1=C(C(=O)Nc2ccccc2)C(c2ccccc2Cl)n2ncc(C(=O)Nc3cccc(C)c3)c2N1 (stereo not drawn)	-5%	nt	1%
CCc1ccc(N2C(=O)CS(=O)(=O)C23C(=O)N(Cc2ccccc2F)c2ccccc23)cc1 (stereo not drawn)	11%	nt	-12%
CC(C)CCN1C(=O)c2ccc(C(=O)Nc3cccc(S(N)(=O)=O)c3)cc2C1=O	-6%	21%	4%
CCC1Sc2ccccc2N(CC(=O)NCCC2=CCCCC2)C1=O (stereo not drawn)	-22%	15%	-25%
CCS(=O)(=O)c1ccccc1C(=O)N1CCN(c2nc3ccccc3s2)CC1	-13%	nt	-2%
CN(Cc1ccc(Cl)c(Cl)c1)C(=O)c1ccccc1SCC(=O)N1CCCC1	-2%	9%	-1%
Cc1n[nH]c(=O)n1-c1ccc(C(C)C)cc1	1%	1%	3%
CCOc1ccc(-n2c([S-])c(C(=O)Nc3ccc(S(=O)(=O)N4CCOCC4)cc3)[n+]3cc(C(N)=O)ccc23)cc1	-2%	27%	-14%
CC(=O)Nc1ccc(S(=O)(=O)NCc2nc(-c3ccccc3)no2)cc1	15%	-6%	-5%
CCc1cccc(NS(=O)(=O)c2cccc3cccnc23)c1	0%	-1%	?
CCCNC(=O)C1CCC(Cn2c(=O)c3sccc3n(CC(=O)N(CC)CC)c2=O)CC1 (stereo not drawn)	36%	nt	12%
CC(=O)c1ccc(OC(C)C)c(CSC(=N)N)c1	-1%	-1%	-4%
Cc1cccc(C(C)(C)C)c1OCCN1CCCC1	1%	?	-4%
C=CCn1c(NC(=O)c2ccc(Br)o2)c(S(=O)(=O)c2ccccc2)c2nc3ccccc3nc21	-23%	?	-11%
O=C(Nc1ccc2c(c1)OCO2)Oc1ccccc1	1%	8%	nt
Cc1ccc(CNC(=O)c2c(O)nc3ccccn3c2=O)cc1	-2%	nt	-1%
COc1ccc(C(C)=O)cc1COC(=O)CNC(=O)c1ccc(F)cc1	-3%	-3%	-2%
O=C(C(Cc1ccccc1)NS(=O)(=O)c1cccc2cccnc12)N1CCc2ccccc21 (stereo not drawn)	13%	7%	-16%
COc1cc(C(=O)NCCc2cc3c(OC)ccc(OC)c3[nH]c2=O)cc(OC)c1OC	-15%	5%	-4%
COC(=O)c1ccc2c(=O)n(CCN3CCOCC3)c(SCC(=O)C(C)(C)C)nc2c1	-5%	0%	-1%
CCOc1ccc(Nc2oc(-c3ccco3)nc2C#N)cc1	-2%	-2%	-4%
CCOC(=O)c1c(C)n(C)c2c1cc(OC(C)=O)c1ccccc12	0%	2%	-1%

Reformatted: three of the compounds above.
| SMILES | FEN1 inh | N370S GC mod | KAT2A inh |
| --- | --- | --- | --- |
| COc1cc(CN(C(=O)COc2ccc(C)cc2)c2ccccn2)cc(OC)c1OC | 15% | nt | -10% |
| COc1ccc(N2C(=O)CC(N3CCCC4CCCCC43)C2=O)cc1 (stereo not drawn) | -3% | -15% | -20% |
| Cc1cc(C)c2c(NC(=S)NC(=O)c3ccccc3)nn(C)c2n1 | 8% | 0% | -5% |

One compound at a time, from the list above. Values in the order: FEN1 inh	N370S GC mod	KAT2A inh
`COC(=O)c1ccc2c(=O)n(CCN3CCOCC3)c(SCC(=O)C(C)(C)C)nc2c1` across the screens: -5%	0%	-1%
`O=C(Nc1ccc2c(c1)OCO2)Oc1ccccc1` across the screens: 1%	8%	nt
`COc1cc(C(=O)NCCc2cc3c(OC)ccc(OC)c3[nH]c2=O)cc(OC)c1OC` across the screens: -15%	5%	-4%
`CCOc1ccc(Nc2oc(-c3ccco3)nc2C#N)cc1` across the screens: -2%	-2%	-4%
`COc1ccc(C(C)=O)cc1COC(=O)CNC(=O)c1ccc(F)cc1` across the screens: -3%	-3%	-2%

An excerpt of these results, as a markdown table.
| SMILES | FEN1 inh | N370S GC mod | KAT2A inh |
| --- | --- | --- | --- |
| COc1ccc(C(C)=O)cc1COC(=O)CNC(=O)c1ccc(F)cc1 | -3% | -3% | -2% |
| CCOC(=O)c1c(C)n(C)c2c1cc(OC(C)=O)c1ccccc12 | 0% | 2% | -1% |
| Cc1cccc(C(C)(C)C)c1OCCN1CCCC1 | 1% | ? | -4% |
| C=CCn1c(NC(=O)c2ccc(Br)o2)c(S(=O)(=O)c2ccccc2)c2nc3ccccc3nc21 | -23% | ? | -11% |

Continued.
SMILES	FEN1 inh	N370S GC mod	KAT2A inh
CC(C)(C)n1nnnc1C(c1cccs1)N(Cc1cccnc1)Cc1ccco1 (stereo not drawn)	-1%	-19%	-14%
CCOC(=O)C1=C(COC(=O)[C@H](C)NS(=O)(=O)c2ccc(NC(C)=O)cc2)NC(=O)NC1C (stereo partly drawn)	-1%	nt	0%
CCOc1ccc(C2=CSC3=NCCN23)cc1	6%	-6%	-14%
O=C(COC(=O)CCC(=O)c1cccs1)Nc1cccc(S(=O)(=O)N2CCOCC2)c1	0%	1%	-12%
COCCNC(=O)C(c1cccs1)N(C(=O)Cn1nnc2ccccc21)c1cccc(C(C)=O)c1 (stereo not drawn)	1%	-1%	-5%
O=C(CSc1nncs1)NC(=O)NCc1ccco1	-4%	-10%	-5%
COc1cc(CC(=O)Nc2ccc(S(=O)(=O)Nc3ncccn3)cc2)cc(OC)c1OC	8%	-2%[2.35 µM]	2%
CCOc1ccc(NC(=O)CN2C(=O)c3ccccc3Sc3ccc(C(=O)OC)cc32)cc1	-1%	nt	-7%
CC(=O)c1cnc2scnn2c1=O	3%	-1%	-3%
COc1ccc(-c2[nH]ncc2[C@@H]2C[C@H]3CN(Cc4ccccc4C)C(=O)[C@]34CCCN24)cc1	10%	-5%	1%
COc1ccccc1CNC(=O)C(=O)NCC(c1cccs1)S(=O)(=O)c1ccc(F)cc1 (stereo not drawn)	4%	nt	-5%
Cc1cc(N2CCN(S(=O)(=O)c3ccc(Cl)cc3)CC2)c2ccccc2n1	-15%	?	-10%

As entered above.
Reading for CC(=O)c1ccc(OC(C)C)c(CSC(=N)N)c1 in KAT2A inh: -4%
Reading for COc1ccc(N2C(=O)CC(N3CCCC4CCCCC43)C2=O)cc1 (stereo not drawn) in N370S GC mod: -15%
Reading for CCOc1ccc(Nc2oc(-c3ccco3)nc2C#N)cc1 in N370S GC mod: -2%
Reading for C=CCn1c(C)cc(C(=O)COC(=O)C2CC(=O)N(Cc3ccccc3)C2)c1C (stereo not drawn) in N370S GC mod: 4%
Reading for C=CCn1c(NC(=O)c2ccc(Br)o2)c(S(=O)(=O)c2ccccc2)c2nc3ccccc3nc21 in FEN1 inh: -23%
Reading for O=C(COC(=O)CCC(=O)c1cccs1)Nc1cccc(S(=O)(=O)N2CCOCC2)c1 in FEN1 inh: 0%

New compounds follow:
SMILES	FEN1 inh	N370S GC mod	KAT2A inh
O=C1Nc2ccccc2N=C(c2ccccc2)C1Br (stereo not drawn)	0%	25%	-3%
COc1cc(C(C)=O)ccc1OCC(=O)OCC(=O)c1cc(C)n(CC2CCCO2)c1C (stereo not drawn)	-5%	nt	-2%
O=C(CCl)N1CCN(S(=O)(=O)c2ccc3c(c2)OCCCO3)CC1	-3%	nt	-8%
COC(=O)c1ccsc1NC(=O)C1=COCCO1	17%	-4%	0%
O=C(NC1CCCCCC1)C1CCC(=O)N(Cc2ccccc2F)C1 (stereo not drawn)	3%	0%	-4%
Cc1ccc(CCN2CC(C(=O)NCCN(C)C)CC2=O)cc1 (stereo not drawn)	-4%	-3%	30%[activator]
CCOC(=O)c1csc(-n2nc(C)cc2C(F)(F)F)n1	-2%	-4%	?
CC(C)NC(=O)c1cnc(N2CCN(c3ccccn3)CC2)c2ccccc12	-4%	-21%	-3%
C=C1C(=O)O[C@@H]2[C@H]1[C@@H](OC(=O)/C(C)=C/C)C/C(C)=C\C(=O)/C=C(\C)[C@@H]2O	7%	-1%	19%
CCOc1ccc(S(=O)(=O)N2CCCC(C(=O)Nc3ccccc3)C2)cc1 (stereo not drawn)	8%	-8%	4%
CC1(C)CC(CCNS(=O)(=O)c2ccccc2)(c2ccccc2)CCO1 (stereo not drawn)	-7%	-6%	-3%
COc1cc(OC)cc(N(C(=O)c2ccco2)C(C(=O)NC2CCCC2)c2ccc(N(C)C)cc2)c1 (stereo not drawn)	1%	1%	1%
O=C(C[n+]1ccccc1)N1CCCc2ccccc21	-3%	5%	-6%
S=C(Nc1ccc(Cl)c(Cl)c1)NC1CCN(Cc2ccccc2)CC1	?	-25%	-5%
Cc1ccccc1CSc1nc(-c2ccccc2)nc2c1Cc1c(CO)cnc(C)c1O2	0%	nt	-2%
Cc1[nH]c2ccccc2c1/C=N/NC(=S)NCc1ccccc1	-5%	?	-29%
Cc1ccc(/C=C/C(=O)N2CCN(S(=O)(=O)c3cccs3)CC2)o1	-5%	10%	-4%
Cc1nn(-c2ccccc2)c(Cl)c1/C=N/NC(=O)c1ccc(CNc2ccccc2)o1	-1%	0%	-1%
CC(=O)Nc1ccc(S(=O)(=O)NC2(C(F)(F)F)N=C(c3ccccc3)NC2=O)cc1 (stereo not drawn)	1%	5%	-6%
O=C(NCCOc1ccccc1)c1cccc2c1C(=O)c1ccc(Cl)cc1S2(=O)=O	-12%	nt	-6%
COc1cccc(C(=O)OCC(=O)N2CCc3ccccc32)c1OC	-8%	0%	-1%
CN(CC(=O)Nc1ccc(F)c(F)c1F)C(=O)c1ccc2c(c1)NC(=O)CS2	-1%	nt	-2%
O=C(CCSCCc1ccccn1)Nc1ccc(Cl)cc1	9%	nt	1%
CCCCOc1ccc(-c2nc(SCC(N)=O)n[nH]2)cc1	4%	-14%	0%
CCN(C(=O)COc1ccc(C(C)=O)cc1)c1cccc2ccccc12	-3%	nt	-2%
COC(=O)[C@H](Cc1ccccc1)NC(=O)Nc1ccc(S(N)(=O)=O)cc1	-6%	4%	3%
CCSC(=O)N(CC)CC(=O)Nc1c(CC)cccc1CC	1%	5%	-8%
CCC(=O)N1CCc2cc(S(=O)(=O)N3CCN(c4cc(Cl)ccc4C)CC3)ccc21	-13%	-1%	-25%

Some of the compounds tested; the hit share may differ from the screen's.
